USP1 inh – blocks the human USP1/UAF1 deubiquitinase complex; O94782; recombinant USP1/UAF1, Ub-Rhodamine cleavage fluorescence; Potency, µM (series often up to 57.1 µM), for inactives: top-dose activity change, negative = inhibition, actives largely listed as inhibitors; 390,000 compounds, 0.23% hits; AID 743255; note: potency is the fitted concentration of half-maximal effect; % is set by controls: 0 for no effect and ±100 for the full control effect; nearly all actives have a fitted effect of over 60% in size; inactives centre near -12
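USP1/UAF1 complex (1 nM) preincubated 15 min at room temperature with compound, then Ub-Rho substrate (150 nM final) added. Kinetic fluorescence at 480/540 nm over 6 reads at 60 s intervals; 50 mM HEPES pH 7.8, 0.5 mM EDTA, 0.1 mg/ml BSA, 1 mM TCEP, 0.01% Tween-20.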
HP1b binding inh – blocks HP1-beta chromodomain binding to methylated histone tails. P83916. AlphaScreen HP1-beta / biotin-H3K9me3 peptide binding. Potency, µM (highest dose often 114 µM), for inactives: top-dose activity change, negative = inhibition, most hits filed as inhibitors. 390,000 compounds, 0.56% hits; note: potency is the fitted concentration of half-maximal effect; nearly all actives have a fitted effect of over 70% in size; inactives centre near 23
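HP1-beta protein (50 nM final) preincubated 30 min at room temperature with biotinylated H3(1-18)K9me3 peptide (50 nM) in PBS pH 7.4, 0.01% Tween-20, then compound added for 30 min. AlphaScreen streptavidin donor/nickel chelate acceptor beads (10 ug/mL final), 30 min dark, luminescence read.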
TrxR1 substrate – rat thioredoxin reductase 1 substrate activity; O89049; purified TrxR1 substrate turnover, NADPH consumption readout; Potency, µM (titrated, usually from 114 µM), for the others: at the top dose activity change, negative = substrate turnover; 390,000 compounds, 0.01% hits; note: potency is the fitted concentration of half-maximal effect; % is set by controls: 0 for no effect and ±100 for the full control effect; nearly all actives have a fitted effect of over 50% in size
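Rat TrxR1, dispensed at 90 nM, was prereduced with 400 uM NADPH (final) for 5 min at ~22 deg C, then incubated with compound 15 min before 400 uM selenite. A first-read NADPH fluorescence drop versus no-compound background flagged substrates.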
Pin1 inhibitor – blocks the human prolyl isomerase Pin1. Q13526. AID 504891. Potency, µM (series often up to 115 µM), without a hit: at the top dose activity, negative = inhibition, usual class: inhibitors. 390,000 compounds, 0.009% hits. Pin1 FP peptide displacement, HiFluor488, 10 min; active = well fitted inhibition curve with a large enough effect in the polarisation, with a control signal flat, not every such curve was filed as active; inconclusive = small, poorly fitted or top-dose-only effect, or effect the other way, or a change in a side signal; inactive = no such curve, though single readings can be large or run the other way; the % refers to the polarisation; note: potency is the fitted concentration of half-maximal effect; % is set by controls: 0 for no effect and ±100 for the full control effect
Target sequence (Q13526 whole entry, looked up): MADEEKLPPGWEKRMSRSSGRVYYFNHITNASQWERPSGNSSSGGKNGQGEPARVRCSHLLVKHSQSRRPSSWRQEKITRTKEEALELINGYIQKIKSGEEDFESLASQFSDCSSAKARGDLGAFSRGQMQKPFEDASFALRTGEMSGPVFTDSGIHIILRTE
PI4K2A block – PI4K2A (human) kinase inhibition. purified PI4K2A, ADP-Glo luminescence, 1 h; active compounds read low. 420,000 compounds, 0.13% hits. Q9BTU6. activity change, negative = inhibition, % at 76.9 µM; in the data active = activity change below about -50%; inconclusive = mostly about -30% to -49%;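 note: -100% = wells without enzyme as full effect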
Target sequence (Q9BTU6 whole entry, looked up): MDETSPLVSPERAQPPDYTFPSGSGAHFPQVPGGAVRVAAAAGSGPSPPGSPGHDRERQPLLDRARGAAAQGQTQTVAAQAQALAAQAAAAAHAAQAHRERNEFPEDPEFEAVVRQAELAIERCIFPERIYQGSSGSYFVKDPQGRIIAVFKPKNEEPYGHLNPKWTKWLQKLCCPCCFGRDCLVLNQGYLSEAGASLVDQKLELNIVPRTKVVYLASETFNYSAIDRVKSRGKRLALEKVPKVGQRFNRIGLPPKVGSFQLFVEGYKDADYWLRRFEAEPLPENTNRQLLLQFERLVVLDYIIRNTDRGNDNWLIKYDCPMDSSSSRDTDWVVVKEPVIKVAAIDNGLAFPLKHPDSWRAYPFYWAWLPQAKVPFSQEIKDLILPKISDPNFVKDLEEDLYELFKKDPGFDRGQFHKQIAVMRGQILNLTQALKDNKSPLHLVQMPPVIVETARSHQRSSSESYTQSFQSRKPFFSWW
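PI4K2A activity was measured by ADP-Glo luminescence: enzyme (4 ug/mL stock) and phosphatidylinositol (1.2 mM stock) in Tris pH 7.5/MgCl2/EGTA/Triton X-100 buffer were reacted with ATP (300 microM stock) for one hour at ambient temperature.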
GLS inhibitor – blocks human kidney-isoform glutaminase activity. Potency, µM (series often up to 45.5 µM), without a hit: at the top dose activity change, negative = inhibition, usual class: inhibitors. O94925. GLS enzymatic activity, qHTS titration. 410,000 compounds, 0.21% hits; note: potency is the fitted concentration of half-maximal effect; % is set by controls: 0 for no effect and ±100 for the full control effect
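hKGA; 45 mM KH2PO4 pH 8.2 + 0.02% Tween-20; cpd via pin tool; 1 mM Gln soln; GluOx/HRP/Amplex Red; RT 30 min; fluor. t0 & final.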
Tb PGK inh – blocks T. brucei phosphoglycerate kinase; P07378; Potency, µM (series often up to 57.5 µM), for inactives: at the top dose activity change, negative = inhibition, most hits filed as inhibitors; 380,000 compounds, 0.043% hits; PGK/GAPDH coupled, Kinase-Glo luminescence, 60 min; AID 602233; note: potency is the fitted concentration of half-maximal effect; % is set by controls: 0 for no effect and ±100 for the full control effect; nearly all actives have a fitted effect of over 60% in size
Target sequence (P07378 whole entry, looked up): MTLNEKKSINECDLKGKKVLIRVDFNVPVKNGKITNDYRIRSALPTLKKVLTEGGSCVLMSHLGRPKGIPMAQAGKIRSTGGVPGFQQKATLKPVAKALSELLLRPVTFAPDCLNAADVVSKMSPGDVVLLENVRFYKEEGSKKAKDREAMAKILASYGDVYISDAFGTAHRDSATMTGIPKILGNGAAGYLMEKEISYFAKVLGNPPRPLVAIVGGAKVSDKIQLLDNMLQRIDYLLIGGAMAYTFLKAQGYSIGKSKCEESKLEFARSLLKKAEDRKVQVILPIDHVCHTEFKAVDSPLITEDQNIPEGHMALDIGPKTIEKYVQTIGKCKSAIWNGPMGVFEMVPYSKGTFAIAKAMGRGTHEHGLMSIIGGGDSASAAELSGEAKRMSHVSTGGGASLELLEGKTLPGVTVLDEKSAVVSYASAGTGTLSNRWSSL
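Recombinant glycosomal PGK reaction used 1,3-bisphosphoglycerate generated in-well by GAPDH (100nM final) in 100mM TEA pH 7.6, 5mM MgCl2, 0.01% Tween-20. After 60 minutes at room temperature, ATP was read by Kinase-Glo Plus luminescence end-point.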
IDH1 R132H inh – inhibitors of human mutant IDH1 R132H; AID 602179; Potency, µM (highest dose often 76.6 µM), inactives show at the highest dose activity change, negative = inhibition, usual class: inhibitors; 390,000 compounds, 0.093% hits; IDH1-R132H enzyme, NADPH consumption, diaphorase/resazurin fluorescence; note: potency is the fitted concentration of half-maximal effect; % is set by controls: 0 for no effect and ±100 for the full control effect; nearly all actives have a fitted effect of over 65% in size
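IDH1-R132H (0.5 ug/mL) preincubated 30 min with compound, then NADPH (0.016 mM) and alpha-KG (2 mM) added; 80 min at RT, pH 7.5. Remaining NADPH coupled via diaphorase/resazurin to fluorescence (540/590 nm); concentration-response curves normalized to no-enzyme control.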
TrxR1 inh – blocks rat thioredoxin reductase 1; O89049; recombinant rTrxR1, NADPH fluorescence consumption, selenite substrate; Potency, µM (doses to about 114 µM), without a hit: top-dose activity change, negative = inhibition, actives largely listed as inhibitors; 390,000 compounds, 1% hits; note: potency is the fitted concentration of half-maximal effect; % is set by controls: 0 for no effect and ±100 for the full control effect; nearly all actives have a fitted effect of over 65% in size
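Rat TrxR1 (90 nM in the dispensed reagent) was pre-reduced with 400 uM NADPH for 5 min at room temperature, then incubated with compound for 15 min. After 400 uM selenite was added, NADPH fluorescence (Ex 340/Em 450 nm) was followed for 8 min.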
* marks the source's active call; other numbers are inactive results; i = inactive; ? = inconclusive; . = not tested or not shown; [ ] = dose if it differs, or a comment. Unless noted, calls come from the whole dose curve; as a rule, active = well fitted curve in the direction sought with a large enough effect; inconclusive = small, poorly fitted or top-dose-only effect, or another doubt; inactive = no such curve, though single readings can be large; an effect the other way counts as inactive or inconclusive.

SMILES	USP1 inh	HP1b binding inh	TrxR1 substrate	Pin1 inhibitor	PI4K2A block	GLS inhibitor	Tb PGK inh	IDH1 R132H inh	TrxR1 inh
O=C(NCCc1nc2ccccc2[nH]1)c1cccc(Br)c1	?	10.7%	10.8%	-0.2%	3.0	-6.5%	4.2%	10.9%	14.0%[57.1 µM]
CS(=O)(=O)c1ccc(C(=O)OCC(=O)Nc2cccc(S(=O)(=O)N3CCCC3)c2)cc1	-20.7%	8.0%	-0.9%[57.1 µM]	1.5%	0.7	6.7%	-5.2%	0.8%	-8.2%[57.1 µM]
O=C(NC1CCCC1)c1ccc2nc(-c3ccco3)c(-c3ccco3)nc2c1	-14.7%	79.4µM*	8.8%[57.1 µM]	.	?	?	-17.1%	3.8%	3.16µM*
COc1ccc2c(c1OC)CCC2=O	0.5%	33.0%	60.9%[activator]	4.6%	6.6	-2.3%	i	7.0%	27.4%
O=C(NC(=O)c1ccccc1F)Nc1nc(-c2cccs2)cc(C(F)(F)F)n1	-6.7%	43.0%[activator]	6.3%	-1.8%	-5.1	1.3%	-6.8%	-1.2%	22.0%
CCOc1ccc(NC(=O)c2ccc(NC(=O)CSc3nc4ccccc4c(=O)[nH]3)cc2)cc1	-4.6%	27.1%	-2.4%	3.4%	-3.4	4.4%	-2.8%	-4.2%	-9.9%[57.1 µM]
COc1ccc(N(CC(=O)N2CCC(C(N)=O)CC2)S(=O)(=O)c2ccccc2)cc1	-25.5%	18.0%	7.3%[0.457 µM]	2.6%	7.2	5.8%	4.2%	2.9%	12.8%
C/C(N)=C(/C#N)C(=O)CSc1nnc(-c2ccccc2Br)o1	-16.1%	25.8%	2.1%[57.1 µM]	32.8%[activator]	6.3	-3.1%	-5.9%	6.3%	-0.8%[57.1 µM]
COc1cc2c(cc1OC)CN(Cc1nc3ccsc3c(=O)[nH]1)CC2	-3.5%	37.2%	8.6%	?	-1.4	-0.8%	-3.6%	5.2%	-13.3%
O=C(C1=C(O)C(=O)N(CCOCCO)C1c1ccccn1)c1cccs1 (centres undefined)	-8.8%	7.2%	-9.9%	-2.6%	5.9	5.4%	-0.2%	24.2%	-1.9%
CCOC(=O)C1(S(=O)(=O)c2ccccc2)CCN(Cc2ccc(Cl)cc2)CC1	-19.5%	33.3%	0.6%	0.7%	-0.5	0.5%	-8.2%	14.9%	12.2%
COc1ccc(N2CCN(C(=O)c3cnc(N4CCCC4)nc3C)CC2)cc1	?	38.5%	4.9%[57.1 µM]	-0.5%	-2.7	40.7%[activator]	.	.	5.5%[57.1 µM]
O=C(/C=C/c1ccc(F)cc1)N1CCCN(C(=O)/C=C/c2ccc(F)cc2)CC1	-18.2%	28.8%	-3.7%	2.1%	2.6	-7.0%	-4.5%	0.7%	-5.0%
Cc1ccccc1NC(=O)CN(C)S(=O)(=O)c1cccc2cccnc12	-23.9%	59.4%[activator]	3.7%	0.9%	2.0	-1.9%	-2.6%	4.4%	14.7%
CCOC(=O)C1=C(C)NC2=C(C1c1ccc([N+](=O)[O-])cc1)S(=O)(=O)c1ccccc12 (centres undefined)	-13.3%	-21.2%	7.0%	-4.8%	1.1	0.9%	-5.0%	12.7%	31.6%[activator]
Cc1cccc(CSc2nncc(=O)[nH]2)c1	7.5%	-8.1%	6.0%[57.1 µM]	1.5%	-2.6	4.3%	4.3%	1.1%	5.3%
COCCCn1c(=N)c(C(=O)NCc2ccco2)cc2c(=O)n3cccc(C)c3nc21	-19.6%	3.4%	82.6%[activator]	-2.7%	8.6	3.2%	9.2%	27.6%	13.2%
O=C(CC(=O)Nc1ccc(Cl)cc1)N/N=C\c1cccc(F)c1	-0.4%	-9.3%	-10.6%	-0.2%	5.0	-4.3%	-1.0%	-3.6%	11.5%[57.1 µM]
CCc1ccccc1NC(=O)CN1CCN(C(=O)CN2C(=O)NC3(CCCCC3C)C2=O)CC1 (centres undefined)	-7.0%	15.1%	-3.3%[57.1 µM]	-1.0%	2.2	2.9%	i	-0.3%	1.5%[57.1 µM]
COc1ccccc1-c1nc(-c2ccccc2)nc(N2CCN(C)CC2)c1C#N	-18.1%	-20.9%	4.1%	3.5%	1.5	-8.9%	-12.3%	-4.2%	18.7%[57.1 µM]

An excerpt of these results, with bars between the fields:
molecule | USP1 inh | HP1b binding inh | TrxR1 substrate | Pin1 inhibitor | PI4K2A block | GLS inhibitor | Tb PGK inh | IDH1 R132H inh | TrxR1 inh
Cc1cccc(CSc2nncc(=O)[nH]2)c1 | 7.5% | -8.1% | 6.0%[57.1 µM] | 1.5% | -2.6 | 4.3% | 4.3% | 1.1% | 5.3%
COc1ccc(N2CCN(C(=O)c3cnc(N4CCCC4)nc3C)CC2)cc1 | ? | 38.5% | 4.9%[57.1 µM] | -0.5% | -2.7 | 40.7%[activator] | . | . | 5.5%[57.1 µM]
CCOC(=O)C1(S(=O)(=O)c2ccccc2)CCN(Cc2ccc(Cl)cc2)CC1 | -19.5% | 33.3% | 0.6% | 0.7% | -0.5 | 0.5% | -8.2% | 14.9% | 12.2%

Other records follow.
SMILES	USP1 inh	HP1b binding inh	TrxR1 substrate	Pin1 inhibitor	PI4K2A block	GLS inhibitor	Tb PGK inh	IDH1 R132H inh	TrxR1 inh
C/C(N)=C(/C#N)C(=O)COC(=O)CC12CC3CC(CC(C3)C1)C2	-19.6%	-4.2%	-7.5%	-11.8%	0.1	4.3%	0.5%	6.7%	1.6%
CCCc1cc(-n2ccnc2C)n2c(nc3ccccc32)c1C#N	-17.9%	38.9%	5.8%	7.9%	-2.9	5.6%	0.5%	6.5%	3.8%
CCCn1cc(S(=O)(=O)c2cc(C)ccc2C)c(=O)c2cc(F)c(N3CCCCCC3)cc21	?	16.7%	4.8%	7.5%	-2.9	3.7%	1.7%	?	11.3%
CCCS(=O)(=O)c1snnc1C	-0.8%	24.4%	11.4%[57.1 µM]	-5.5%	6.3	3.5%	-4.7%	2.8%	9.5%[57.1 µM]
CC1C(=O)NN=C1C(=O)N/N=C\c1ccc(O)cc1O (centres undefined)	-12.2%	16.2%	-18.6%	2.2%	-15.2	19.2%	-5.1%	9.0%	-14.2%
COc1ccc(Cl)cc1NC(=O)N(C)CCc1c(C)nn(C)c1C	-21.5%	20.5%	5.2%[57.1 µM]	3.9%	-2.4	-2.8%	0.0%	-8.2%	11.1%[57.1 µM]
COc1ccc(/C=N/NC(=O)CCNc2n[nH]c(=O)[nH]c2=O)c(OC)c1	-16.0%	30.9%	-1.8%	-3.4%	-1.1	-3.0%	-8.3%	-1.3%	7.7%
Cc1ccc(-n2ncc(C(=O)NC3CC3)c2C2CCN(C(=O)OC(C)(C)C)CC2)c(C)c1	-25.7%	46.6%[activator]	-1.8%	-12.9%	-1.1	-3.6%	-9.8%	17.0%	1.0%
O=C(Nc1ccccc1Cl)N1CCC(CN2CCCC2)CC1	-7.9%	5.2%	-1.8%	0.3%	1.5	3.9%	1.5%	-19.2%	-6.8%
CCCN1CCN(C(=O)C(C)n2nc(C)c3sc4ccccc4c3c2=O)CC1 (centres undefined)	-15.8%	30.3%	6.8%	-5.7%	0.0	-8.6%	-7.8%	1.4%	4.6%
CS(=O)(=O)Cc1cccc(C(=O)NN(c2ccccc2)c2ccccc2)c1	0.2%	14.2%	0.4%[57.1 µM]	3.0%	1.6	4.6%	-6.9%	23.5%	-6.2%[57.1 µM]
CCCOc1ccc(Cc2c(O)nc(N)[nH]c2=O)cc1C	-12.8%	40.3%[activator]	0.0%	-1.6%	-2.7	4.7%	.	-3.5%	2.9%
Cc1ccc(-c2csc3ncn(Cc4ccc(C(=O)O)cc4)c(=O)c23)cc1C	?	10.8%	3.1%	5.4%	-11.8	5.5%	-3.3%	-0.7%	9.6%
CCOC(=O)c1sc(=S)n2c1[nH]c(=O)c1ccc(C(=O)OC)cc12	-13.2%	?	-1.9%	0.5%	2.4	-5.9%	0.2%	2.9%	-8.1%
Cc1ccc(-c2nn3c(C)nnc3s2)cc1NC(=O)c1ccc(Br)o1	-16.6%	54.1%[activator]	-2.4%[57.1 µM]	3.4%	-5.3	1.1%	-8.4%	-6.3%	-17.9%[57.1 µM]
O=S1(=O)N=C(N=Nc2c(O)[nH]c3ccccc23)c2ccccc21	-23.3%	25.6%	-11.6%	0.8%	3.1	-4.6%	-7.0%	-1.3%	1.0%
COCCOC(=O)C1=C(C)NC(=O)NC1/C=C/c1ccccc1 (centres undefined)	-21.0%	26.4%	6.7%	-1.2%	-5.2	2.4%	-7.7%	5.2%	14.1%
Cc1cc(=O)n2cc(-c3ccccc3)nc2[nH]1	-8.5%	31.9%[activator]	0.3%	-0.2%	3.7	.	-10.1%	1.9%	3.7%
O=C(COc1ncnc2scc(-c3ccccc3)c12)NC1CCCc2ccccc21 (centres undefined)	-17.4%	34.1%	-0.3%	1.4%	-3.3	-5.8%	i	8.4%	-0.3%
CC(=O)c1c(C)c(C)c2n1CCn1c(C)ccc1-2	-23.3%	-9.7%	0.7%	?	4.8	2.2%	-9.5%	0.0%	25.1µM*
Cc1ccc(-n2nc3cc(C)c(NC(=S)NC(=O)/C=C/c4ccco4)cc3n2)cc1	-5.1%	20.7%	9.7%[57.1 µM]	-7.2%	-1.6	-4.0%	-10.4%	-1.6%	-30.0%

Source: PubChem (National Center for Advancing Translational Sciences (NCATS))

Some of the compounds tested. The share of hits here may be higher or lower than overall.
